PriA SSB inh – inhibitors of Klebsiella pneumoniae PriA binding to SSB C-terminal tail, primary screen, biochemical, AlphaScreen; 430,000 compounds, 0.6% hits; AID 1272365, 2023; inhibition, % at 33 µM; AlphaScreen SSBct-PriA binding, biotinylated peptide; PriA–SSB C-terminal tail interaction (Klebsiella pneumoniae); in the data active = inhibition mostly above about 37%, no sharp cut-off; inactive = mostly below about 20%;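 also: plate controls were negative control peptide for no effect and reference peptide for full effect; strong numbers were not always called active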
Numbers without * were called inactive; & = joins results of further samples. Some of the compounds tested; count on the stated rates, not on these rows.

SMILES	PriA SSB inh
COc1ccc(F)cc1S(=O)(=O)N1CCC(Cn2nc(C)cc2C)CC1	-17
Cc1ccc(NC(=O)c2ccccc2C(=O)O)cc1Br	5
COc1ccc(-c2cnc(S(=O)(=O)CC(=O)NCc3ccc(Cl)cc3)n2C)cc1	0
COc1ccc(NC(=O)Nc2cnc(N(C)C)nc2)c(C)c1	-1
CC(=NN1CCN(Cc2cccc3ccccc23)CC1)c1cccnc1	13
Nc1ccccc1-c1cn2ccsc2n1	8
O=C(CSc1nc(-c2ccccc2)ns1)NCc1ccco1	1&14
NC(=NOC(=O)c1ccccc1Cl)c1ccncc1	-2
Cc1ccc(NC(=O)C(=O)Nc2ccc3c(c2)OCCO3)cc1N1CCCC1=O	2
CC1CCCCN1C(=O)C12CCC(C)(C(=NO)C1)C2(C)C (stereo not given)	-1
Cc1cc([N+](=O)[O-])ccc1NC(=O)C(=O)NCCc1ccccc1	0
O=C(c1ccccc1[N+](=O)[O-])N1CCN=C1SCc1ccc(Br)cc1	-2
COC(=O)Nc1ccc(S(=O)(=O)NCC2(c3cccs3)CCCC2)cc1	3
O=c1ccc(-c2cccnc2)nn1CCNS(=O)(=O)c1ccc(Cl)s1	-20
CC(=NNC(=O)c1ccc(Br)cc1)c1cccnc1	-6
Cc1ccccc1OCc1ccc(-c2nc(C#N)c(N3CCN(c4ccccc4)CC3)o2)o1	-3
CCOc1ccc(-c2cc(=O)n(CC(=O)NC3CC3)cn2)cc1	-2
Cc1nc2ccccc2c(=O)n1N=Cc1c(O)ccc2oc3c(c12)CCCC3	-10
COc1ccc(CCC(=O)NCCn2ncc3c(N4CCOCC4)ncnc32)cc1	4
Cc1cc(N2CCN(C(=O)NCc3ccc(Cl)cc3)CC2)ncn1	4
CCOC(=O)N1CCC(NC(=O)c2cc(=O)c(OCc3cccc(OC)c3)cn2C)CC1	-6
O=C1NC2=C(C(=O)N(CCc3ccccc3)C2)C(c2cccs2)N1 (stereo not given)	-9
CC(=O)Nc1ccc(C2=Nc3nc(CCCO)nn3[C@H](c3ccc(Cl)cc3Cl)C2)cc1	-4
O=C(NCC(c1cccnc1)N1CCc2ccccc2C1)c1ccc([N+](=O)[O-])cc1 (stereo not given)	1
Clc1ccc(C=Nc2ccc(N=Nc3ccccc3)cc2)cc1	48

The listing continues.
SMILES	PriA SSB inh
CC(Oc1ccccc1F)C(=O)NCCOc1ccc2c(c1)OCO2 (stereo not given)	-6
O=S(=O)(Cc1ccccc1)NCc1nccc(N2CCOCC2)n1	6
O=c1[nH]c2cccnc2c(=O)n1Cc1cccnc1	-12
Cc1csc(NC(=O)Cc2cc(-c3ccco3)on2)n1	-10
Cc1cc(=O)[nH]c(-n2nc(C)c(CCC(=O)Nc3ccc(F)c(C(F)(F)F)c3)c2C)n1	-13
Cc1ccc(/C=C/S(=O)(=O)N2CCC[C@H](Cc3nc(-c4cnccn4)no3)C2)cc1	-8
CN1CCCc2cc(CCNC(=O)NCc3ccccc3)ccc21	29
C=CCSc1nc(N)c2c(C)c(C(=O)O)sc2n1	-2
C(=NNc1nc2ccccc2[nH]1)c1ccncc1	-19
c1ccc(-c2csc(Nc3nc4cc5c(cc4s3)OCO5)n2)nc1	1
CN(CC1CCCO1)S(=O)(=O)c1ccc(C(=O)Nc2sc3c(c2C(N)=O)CC(C)(C)NC3(C)C)cc1 (stereo not given)	-4
O=C(NCCc1nc2c(c(C(F)(F)F)n1)CCCC2)c1ccco1	-18
COc1cccc(C(=O)N2CCN(Cc3nc(-c4ccc(F)cc4)cs3)CC2)c1OC	-2
CCOc1ccccc1C(=O)NCCCc1ccc(N(C)C)cc1	36
O=C(CCc1c(F)cccc1Cl)NCc1cccc(Oc2ccccn2)c1	-2
Cc1nc2ccc(C(=O)O)cc2s1	1
O=C(Nc1ccc(F)cc1)N1CCC(c2nnc(-c3ccc(F)cc3)o2)CC1	-4
COc1nc2ccccc2nc1N1CCC(C(=O)Nc2ccccc2)CC1	1
CS(=O)(=O)N1CCC(C(=O)NC[C@@](O)(c2ccccc2)C2CC2)CC1	-2
COC(=O)c1c(NC(=O)c2ccc3ccccc3c2)sc2c1CC(C)(C)NC2(C)C	3
CCCCCNC(=O)c1c[nH]c2ccc(S(=O)(=O)N3CCc4ccccc4C3)cc2c1=O	8
Cn1cccc1Cc1nnc(SCC(=O)Nc2ccccc2F)n1-c1ccccc1	37*
CCOC(=O)c1sc(-c2ccccc2)cc1NC(=O)c1ccc(Cl)s1	20
COc1ccccc1C(=O)NN=C(C)c1cccnc1	-10
COc1ccc(-n2c(Cn3c(=O)sc4ccccc43)nnc2SCc2cccnc2)cc1	-4

Carrying on:
SMILES	PriA SSB inh
C=CCN1C(=O)C(C)(C)COc2ccc(NC(=O)COc3ccccc3OC)cc21	-2&6
O=C(NCCc1c[nH]c2ccccc12)C(=O)Nc1ccc(F)c(Cl)c1	-3
Cc1ccc(S(=O)(=O)c2nnn3c2nc(N2CCN(Cc4ccccc4)CC2)c2ccccc23)cc1	-2
Cn1c(=O)c(C(=O)NCCc2c[nH]c3ccccc23)cc2cccnc21	-3
C[C@@H](CCc1ccccc1)NC(=O)Cc1csc(Nc2ccccc2)n1	9
CC1CCCC(C)N1S(=O)(=O)c1c(F)cccc1F (stereo not given)	-1
Cc1cc(-c2nnc(NC(=O)c3cc4cc([N+](=O)[O-])ccc4s3)o2)n(C)n1	-13
Cc1ccc(S(=O)(=O)NCc2ccco2)c(C)c1	-10&-1
CS(=O)(=O)N1CCN(Cc2nc(-c3cccs3)cs2)CC1	-4&1
CCOC(=O)CSc1nn2c(=O)c(C)nnc2s1	3
N=C1N=C(N)C(Cc2ccccc2)S1 (stereo not given)	-6
Cc1cnc2n(c1=O)C[C@H](C(=O)N1CCN(c3ccccc3O)CC1)CS2	-3
CC1(C)C(=O)NCCN1C(=O)c1cccc(C(F)(F)F)c1	2
O=C(Nc1nnc(Cc2ccc3c(c2)OCO3)o1)c1ccc(Br)s1	-27
Cc1ccc(NC(=O)C(=O)NCc2ccncc2)cc1Cl	11
C=CCNC(=O)C(=O)NCC[C@H]1CCCCN1S(=O)(=O)c1ccc(F)cc1	-10
O=C(Cn1ncccc1=O)Nc1nc2c(s1)C(=O)NCCC2	0
COc1ccc(Cl)cc1S(=O)(=O)NCc1cccnc1-c1cccs1	-9
O=S(=O)(c1ccc(Cl)s1)N1CCC(c2nnc(-c3ccc(F)cc3)o2)CC1	-5
COC(=O)C(=O)C=C(O)c1ccc(C)cc1	18
Cc1onc(-c2ccccc2)c1C(=O)ON=C(N)c1ccc([N+](=O)[O-])o1	20
O=C(Nc1nccs1)c1ccc(=O)[nH]n1	-15
CC1=CCC(C(C)(C)NC(=O)c2ccccc2)CC1=NO (stereo not given)	-9
Cc1csc(NC(=O)CSc2nc3c(cnn3CCO)c(=O)[nH]2)n1	-15&-4
O=C(NCCCn1ccc2cccnc21)C1(c2cccs2)CCCC1	-3

In a second layout: results already given
Compound | PriA SSB inh
COc1ccc(F)cc1S(=O)(=O)N1CCC(Cn2nc(C)cc2C)CC1 | -17
Cc1ccc(NC(=O)c2ccccc2C(=O)O)cc1Br | 5
COc1ccc(-c2cnc(S(=O)(=O)CC(=O)NCc3ccc(Cl)cc3)n2C)cc1 | 0
COc1ccc(NC(=O)Nc2cnc(N(C)C)nc2)c(C)c1 | -1
CC(=NN1CCN(Cc2cccc3ccccc23)CC1)c1cccnc1 | 13
Nc1ccccc1-c1cn2ccsc2n1 | 8
O=C(CSc1nc(-c2ccccc2)ns1)NCc1ccco1 | 1&14
NC(=NOC(=O)c1ccccc1Cl)c1ccncc1 | -2
Cc1ccc(NC(=O)C(=O)Nc2ccc3c(c2)OCCO3)cc1N1CCCC1=O | 2
CC1CCCCN1C(=O)C12CCC(C)(C(=NO)C1)C2(C)C (stereo not given) | -1
Cc1cc([N+](=O)[O-])ccc1NC(=O)C(=O)NCCc1ccccc1 | 0
O=C(c1ccccc1[N+](=O)[O-])N1CCN=C1SCc1ccc(Br)cc1 | -2
COC(=O)Nc1ccc(S(=O)(=O)NCC2(c3cccs3)CCCC2)cc1 | 3
O=c1ccc(-c2cccnc2)nn1CCNS(=O)(=O)c1ccc(Cl)s1 | -20
CC(=NNC(=O)c1ccc(Br)cc1)c1cccnc1 | -6
Cc1ccccc1OCc1ccc(-c2nc(C#N)c(N3CCN(c4ccccc4)CC3)o2)o1 | -3

Next results
SMILES	PriA SSB inh
COc1ccc(OC)c2sc(N(Cc3cccnc3)C(=O)C3COc4ccccc4O3)nc12 (stereo not given)	-10
CN(C)S(=O)(=O)c1ccc(C(=O)N2CCN=C2SCc2c(F)cccc2Cl)cc1	7
Nc1nc2c(=O)[nH]nc(-c3ccccc3)c2s1	-10
COc1ccc(NC(=O)CS/C(C(C)=O)=C(\C)O)cc1	-14&-8
CCCCOC(=O)c1ccc(NC(=O)c2cc3cccnc3n(Cc3ccc(F)cc3)c2=O)cc1	-20
O=c1c2sccc2nc(SCc2nc(-c3ccc4c(c3)OCO4)no2)n1-c1ccc(F)cc1	1&15
NNc1nc2ccccc2[nH]c1=O	38*
O=C(COc1ccc2c(c1)OCO2)Nc1ccc(-c2ccc(N3CCCC3)nn2)cc1	6
Cn1cc(-c2ccco2)nc1CCNS(=O)(=O)c1ccccc1F	2
Cc1cc(C)n(-c2cc(NC(=O)c3cc4ccccc4o3)ncn2)n1	-13
CC(C)(C)NC(=O)N1CCC(CNC(=O)c2ccncc2)CC1	4
CN(C)CCCn1c(-c2ccc([N+](=O)[O-])cc2)nc(=S)c2c1CCCC2	11
COC(=O)c1[nH]c(C)c(C(O)=C2C(=O)C(=O)N(CCN3CCOCC3)C2c2cccs2)c1C (stereo not given)	-8
COc1ccc(C(=O)NN=Cc2coc3ccc(Cl)cc3c2=O)cc1	1
COc1ccc(C2(CNC(=O)CCc3ccc(S(C)(=O)=O)cc3)CCCC2)cc1	-11
O=C(Nc1nc(-c2ccc3c(c2)OCCO3)cs1)c1cccc(C(F)(F)F)c1	-6
COc1ccccc1NC(=O)N1CCC(CNS(=O)(=O)c2ccc3c(c2)CCO3)CC1	-6
O=C(COc1cccc(Br)c1)NN=C1CCSC1	-11
CCS(=O)(=O)c1ccc(C(=O)Nc2nnc(Cc3ccc(Cl)s3)o2)cc1	27
COc1cccc(C(=O)Nc2c3c(nn2-c2nc4ccccc4s2)CCC3)c1OC	10
COc1cc([C@@H]2c3cccn3CCN2C(=O)NC2CCCCC2)cc(OC)c1OC	12
c1ccc(N=c2scc(-c3cccs3)n2-c2ccccc2)cc1	24
CSc1nc2ccc(NC(=O)/C=C/c3ccccc3)cc2s1	-7
CN[P+](NC)(NC)NC	-7
Cc1ccc(CN2CC(c3nc(-c4cccs4)no3)CC2=O)cc1 (stereo not given)	-3

Next part
SMILES	PriA SSB inh
Cc1cc(NC(=O)CSCc2ccco2)no1	-15
COc1ccc(C=NNC(=O)CSc2ccccc2)cc1OC	-5
CCCC=NNC(=O)c1cccc(Br)c1	5
CCc1ccccc1NC(=O)CSc1nccn2nc(-c3ccc(F)cc3)cc12	-16
COc1ccc(OC)c(S(=O)(=O)Nc2cnc(-n3nc(C)cc3C)nc2)c1	-7
O=C1NC(c2c(F)cccc2Cl)C(C(=O)c2ccccc2)C(O)(C(F)(F)F)N1 (stereo not given)	-3
Cc1cccc2sc(N(Cc3cccnc3)C(=O)c3ccc(C(=O)c4ccccc4)cc3)nc12	10
COC(=O)c1ccc(Oc2c(C)oc3c(CN4CCCCC4)c(O)ccc3c2=O)cc1	-14
COc1cc(OC)cc(C(=O)Nc2ccc(Nc3ccc(C)nn3)cc2)c1	-6
CON=C(CCC(=O)O)c1cccs1	-3
COc1ccc(CNC(=O)C(=O)Nc2ccc(C)c(C)c2)cc1	-6
CCOc1ccc(C)cc1S(=O)(=O)Nc1ccc2c(c1)N(S(=O)(=O)CC)CCC2	-5
O=C(CC1CCCC1)NCCOc1ccc2nnc(-c3cccc(F)c3)n2n1	-15
CCc1nc2sc3c(c2c2n[nH]c(=S)n12)CCCC3	11
Cc1[nH]c2cc(C(F)(F)F)ccc2c(=O)c1CN1CCOCC1	5
Clc1ccc2nc(N/N=C\c3cn(-c4ccccc4)nc3-c3ccccc3)cc(-c3ccccc3)c2c1	10
O=C(Nc1cc(N2CCN(Cc3ccccc3)CC2)ncn1)c1ccc2ccccc2n1	23
O=C(NCCc1ccc(Cl)cc1)c1ncc(-c2ccc(F)cc2)o1	-3
COc1cc(N2CCN(S(=O)(=O)c3ccc4cccc5c4c3CC5)CC2)nc(C)n1	-3
COc1ccc(C(N)=NOC(=O)CCCc2ccccc2)cc1	-24
C=CCN1C(=O)C(C)(C)COc2cc(NC(=O)CCc3ccccc3)ccc21	14
COc1ccc(CCC(=O)NCCOc2ccc3nnc(-c4ccc(F)cc4)n3n2)cc1	-1
CCOc1ccc(N2CCn3c2nn(CC(=O)NC[C@H]2CCCO2)c(=O)c3=O)cc1	-11
O=C(c1ccccc1Cl)N1N=C(c2ccco2)C[C@H]1c1ccccc1	9
O=C(Cc1cccs1)Nc1nnc(-c2ccc(F)cc2)o1	1

(cont.)
SMILES	PriA SSB inh
CCN(CC)c1ccc(C=c2sc3nnc(-c4ccccc4Cl)n3c2=O)cc1	-2
Cc1cc(C)n2nc(C(=O)N3CCS[C@H](c4ccccc4Cl)CC3)nc2n1	-4
Cc1ccc(C)c(Cn2ccn3nc(-c4ccc(C)c(C)c4)cc3c2=O)c1	0
O=C(CCCSc1ccc(NC(=O)c2cccs2)nn1)NCc1cccs1	1
CCCCCOc1cccc(C(=O)Nc2ccc3c(c2)C(=O)NC3=O)c1	-5
COc1cc(NS(=O)(=O)c2cn(C)cn2)ccc1N1CCCC1=O	-9
Cc1ccc(NC(=O)c2ccc(Cl)s2)c(C(=O)c2ccccc2)c1	1
O=C(Nc1nc(-c2ccc(Cl)c(Cl)c2)cs1)c1ccc(S(=O)(=O)N2CCCCC2)cc1	-8
O=C(Nc1ccc(O)c(-c2nc3ccccc3s2)c1)C1CCN(S(=O)(=O)c2cccs2)CC1	3
COC(=O)CC1C(=O)NCCN1C(=S)NC(=O)c1cccs1 (stereo not given)	-1
O=C(COc1ccccc1F)NCC#CCOc1ccc2c(c1)OCO2	-33
C=CCn1c(=NC(=O)CC)sc2cccc(C)c21	-15
COc1ccc(Nc2nc(Nc3ccc(F)cc3)nc(N3CCOCC3)n2)cc1OC	37*
